# Menin MLL FP TR = inhibitors of human menin-MLL interaction, mutant MLL peptide | O00255 | Menin + Texas Red MLL mutant peptide, fluorescence polarization | Potency, µM (titrated, usually from 61.6 µM), for the others: top-dose FP activity change, negative = inhibition, actives largely listed as inhibitors | hit rate 0.23% among 270,000; active = well fitted inhibition curve with a large enough effect in the polarisation, with a control signal flat, not every such curve was filed as active; inconclusive = small, poorly fitted or top-dose-only effect, or effect the other way, or a change in a side signal; inactive = no such curve, though single readings can be large or run the other way; the % refers to the polarisation; note: potency is the fitted concentration of half-maximal effect; % of control where 0% means no effect; many of its hits are not listed in these tables
# TSHR antagonist = blocks TSH signaling through the human TSH receptor | P16473 | TSHR-expressing cells, TSH-stimulated cAMP HTRF, 2 h; stronger effect = lower value | activity change, negative = inhibition, % at 11.5 µM | hit rate 0.2% among 330,000 | AID 504810;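 active = activity change below a set negative limit, meaning inhibition stronger than a set level, cut at about -70% in these data; inconclusive = activity change between two set negative limits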; note: % is set by controls: 0 for no effect and ±100 for the full control effect
#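 TSHR-expressing cells, 200/well, pre-treated with compound, then stimulated with EC80 TSH (4nM final) for 2 hours at 37 deg C. cAMP measured by competitive HTRF: anti-cAMP cryptate antibody in lysis buffer plus cAMP-d2, read after 30 minutes at room temperature.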
# MBNL1-CUG inh = MBNL1-poly(CUG) RNA binding inhibition; Q9NR56; TR-FRET MBNL1-His/biotin-(CUG)12 binding, 665/545 ratio; Potency, µM (top dose mostly 57.5 µM), for the others: top-dose activity change, negative = inhibition, actives largely listed as inhibitors; hit rate 0.036% among 280,000; AID 2675; active = well fitted inhibition curve with a large enough effect in the signal ratio, with a control signal flat, not every such curve was filed as active; inconclusive = small, poorly fitted or top-dose-only effect, or effect the other way, or a change in a side signal; inactive = no such curve, though single readings can be large or run the other way; the % refers to the signal ratio; note: potency is the fitted concentration of half-maximal effect; % is set by controls: 0 for no effect and ±100 for the full control effect
#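 His-tagged MBNL1 binding to biotinylated (CUG)12 RNA was measured by TR-FRET using terbium anti-His antibody (0.055 ng/ul final) and streptavidin-XL665 (5 nM final). Compounds were titrated 92 nM to 58 uM; 60 min at room temperature.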
# PKM2 act = activators of human pyruvate kinase M2 | hit rate 0.34% among 260,000 | Potency, µM (series often up to 57.5 µM), inactives show top-dose activation, usual class: activators | AID 1631 | purified PKM2, Kinase-Glo ATP luminescence, activation; response scale: 0% is enzyme alone, no compound | P14618; note: potency is the fitted concentration of half-maximal effect; % is set by controls: 0 for no effect and ±100 for the full control effect; nearly all actives have a fitted effect of over 55% in size
#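 Kinase-Glo luminescence reports ATP generated from ADP (0.1 mM) and PEP (0.5 mM) by purified hPK-M2 after 1 h at room temperature, pH 7.2 imidazole buffer; intermediate enzyme activity allows detecting inhibitors and activators.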
# GALK inhibitor = galactokinase (human) inhibition. AID 1868. Potency, µM (series often up to 57.5 µM), inactives show top-dose activity change, negative = inhibition, actives largely listed as inhibitors. P51570. Purified GALK, Kinase-Glo residual ATP luminescence. hit rate 0.007% among 270,000; note: potency is the fitted concentration of half-maximal effect; % is set by controls: 0 for no effect and ±100 for the full control effect
#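 Kinase-Glo Plus luminescence measured ATP left after a 1 h room-temperature reaction. The reaction used 5 nM GALK, 100 uM galactose and 35 uM ATP at pH 8.0 (20 mM HEPES, 5 mM MgCl2, 60 mM NaCl, 1 mM DTT, 0.01% BSA).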
# Chronic BCR inh = blocks chronic active B-cell receptor signaling. ABC-DLBCL IkBa-CBG/CBR reporter, luminescence ratio, 4 h. Potency, µM (top dose mostly 46.1 µM), for the others: at the top dose ratio change, negative = lower green/red ratio, most hits filed as inhibitors. hit rate 0.05% among 340,000. AID 493014; active = well fitted inhibition curve with a large enough effect in the signal ratio, with a control signal flat, not every such curve was filed as active; inconclusive = small, poorly fitted or top-dose-only effect, or effect the other way, or a change in a side signal; the % refers to the signal ratio;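 note: potency is the fitted concentration of half-maximal effect; plate controls were basal doxycycline-induced cells for no effect and cells given 10 µM MG132 for full effect; MG132 reads +100%, hits lower the ratio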
#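 Cell line TMD8 (human ABC DLBCL), stably expressing tet-inducible CBG68-IkBa fusion and CBR; IMDM/0.5% FBS; cpd up to 46 uM; dox induction, 4 h, 37C/5% CO2; dual luminescence; green/red ratio; MG132 control.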
# S-ASM inh = blocks human secretory acid sphingomyelinase | placental ASM, HMU-PC fluorogenic substrate, 60 min | P17405 | Potency, µM (top dose mostly 57.5 µM), for the others: at the top dose activity change, negative = inhibition, actives largely listed as inhibitors | hit rate 0.006% among 340,000; note: potency is the fitted concentration of half-maximal effect
#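 HMU-PC0 cleavage (9 uM final) by human placental ASM, 60 min at 37 °C following 10 min compound exposure at RT; stopped at pH 10, fluorescence Ex 386/Em 447 nm.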
# hERG WT inh = inhibitors of human wildtype KCNH2 potassium channel; Q12809; U2OS, BacMam KCNH2, thallium flux FluxOr; stronger effect = lower value; activity change, % at 1.84 µM; hit rate 0.37% among 340,000; AID 720551;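 active = maximum activity change below -70%; inconclusive = maximum activity change between -70% and -50%; inactive = maximum activity change above -50%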; note: % is set by controls: 0 for no effect and ±100 for the full control effect
# Target sequence (Q12809 whole entry, looked up): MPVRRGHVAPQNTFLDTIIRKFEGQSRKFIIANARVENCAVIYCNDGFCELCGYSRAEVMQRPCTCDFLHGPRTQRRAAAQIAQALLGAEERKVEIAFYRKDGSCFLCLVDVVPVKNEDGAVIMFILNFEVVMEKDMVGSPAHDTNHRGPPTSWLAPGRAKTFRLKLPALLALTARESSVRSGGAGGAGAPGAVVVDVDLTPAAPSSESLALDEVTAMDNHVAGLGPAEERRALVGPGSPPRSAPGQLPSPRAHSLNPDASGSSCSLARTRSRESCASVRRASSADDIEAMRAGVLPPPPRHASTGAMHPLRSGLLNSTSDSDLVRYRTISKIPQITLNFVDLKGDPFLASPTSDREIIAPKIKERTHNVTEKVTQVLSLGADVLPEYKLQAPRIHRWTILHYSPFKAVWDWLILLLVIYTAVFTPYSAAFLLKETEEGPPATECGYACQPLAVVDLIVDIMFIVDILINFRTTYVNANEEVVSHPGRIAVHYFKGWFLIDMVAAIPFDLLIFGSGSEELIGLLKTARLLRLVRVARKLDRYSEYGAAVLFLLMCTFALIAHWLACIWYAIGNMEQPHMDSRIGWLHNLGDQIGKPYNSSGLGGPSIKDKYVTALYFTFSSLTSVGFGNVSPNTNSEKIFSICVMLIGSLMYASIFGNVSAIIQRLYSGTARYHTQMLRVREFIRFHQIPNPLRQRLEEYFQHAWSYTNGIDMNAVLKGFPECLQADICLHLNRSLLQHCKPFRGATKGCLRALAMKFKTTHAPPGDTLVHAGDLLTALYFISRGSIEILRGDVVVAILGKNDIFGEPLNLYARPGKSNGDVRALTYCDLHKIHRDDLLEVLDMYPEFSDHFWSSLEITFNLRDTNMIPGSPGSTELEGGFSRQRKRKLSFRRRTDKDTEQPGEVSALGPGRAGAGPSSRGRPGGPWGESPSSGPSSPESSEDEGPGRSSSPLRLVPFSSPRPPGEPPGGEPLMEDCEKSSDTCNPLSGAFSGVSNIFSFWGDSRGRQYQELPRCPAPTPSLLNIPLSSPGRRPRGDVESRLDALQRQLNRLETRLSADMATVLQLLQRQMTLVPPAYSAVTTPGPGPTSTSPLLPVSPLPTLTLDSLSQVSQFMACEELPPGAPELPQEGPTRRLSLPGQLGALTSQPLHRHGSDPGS
#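 U2OS cells were transduced with wild-type KCNH2 virus (2.03 x 10^8 / mL) for 4 h at room temperature, then cultured overnight at 37 C. Thallium flux was read with FluxOr dye. Rate constants were normalized to DMSO controls.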
# Eya2 inh = Eya2 (human) phosphatase inhibition; O00167; recombinant Eya2, OMFP fluorescence dephosphorylation (OMFP is methylfluorescein phosphate); Potency, µM (highest dose often 76.9 µM), for the others: at the highest dose activity, negative = inhibition, usual class: inhibitors; hit rate 0.006% among 330,000; AID 488837; note: potency is the fitted concentration of half-maximal effect; % is set by controls: 0 for no effect and ±100 for the full control effect
#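 Eya2 (0.2 uM) preincubated 10 min at ambient with compound, then OMFP substrate added at 50 uM; 10 min reaction in 50 mM HEPES pH 7.5, 50 mM NaCl, 5 uM MgCl2, 0.05% BSA, 1 mM DTT. Fluorescence read at Ex 485/Em 525 nm.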
# Mito fusion act = inhibitors of mitochondrial division or activators of mitochondrial fusion; S. cerevisiae fusion-defective mutant growth rescue, CellTiterGlo 48 h; Potency, µM (doses to about 46.1 µM), for inactives: top-dose growth rescue (activation), most hits filed as activators; hit rate 0.23% among 320,000;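 note: potency is the fitted concentration of half-maximal effect; % of control where 0% means no effect; nearly all actives have a fitted effect of over 45% in size; temperature-sensitive fusion mutants such as fzo1-1 at 37 °C on non-fermentable ethanol glycerol medium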
#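 Temperature-sensitive fusion-defective S. cerevisiae (e.g. fzo1-1, mgm1-5) were grown with compound in YPEG medium (3% ethanol, 3% glycerol) for 48 hours at 37C. Growth rescue was measured as viability by CellTiterGlo luminescence after 10 minutes at ambient.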
# USP2a block = inhibitors of human ubiquitin-specific protease USP2a | Potency, µM (doses to about 38.3 µM), inactives show at the top dose activity change, negative = inhibition, most hits filed as inhibitors | USP2 core, Ub-CHOP2 coupled fluorogenic reporter, 485/531 | hit rate 0.01% among 330,000 | O75604;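 note: potency is the fitted concentration of half-maximal effect; plate controls were DMSO wells for no effect and full inhibition by NEM control for full effect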
#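 Cell-free coupled assay: 10nM USP2 core preincubated 30min RT with compound in Tris-HCl pH 8.0/CaCl2/CHAPS buffer, then 25nM Ub-CHOP2 and 25nM reporter substrate; fluorescence (Ex 485/Em 531) read after 60min RT, normalized to NEM inhibition, concentration-response curves fitted.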
# * marks the source's active call; other numbers are inactive results; ? = inconclusive; nt = not tested or not shown; [ ] = remark or other dose. Unless noted, calls come from the whole dose curve; as a rule, active = well fitted curve in the direction sought with a large enough effect; inconclusive = small, poorly fitted or top-dose-only effect, or another doubt; inactive = no such curve, though single readings can be large; an effect the other way counts as inactive or inconclusive. This is a subset; rates above refer to the full screens.
SMILES,Menin MLL FP TR,TSHR antagonist,MBNL1-CUG inh,PKM2 act,GALK inhibitor,Chronic BCR inh,S-ASM inh,hERG WT inh,Eya2 inh,Mito fusion act,USP2a block
Cc1ccc(C(=O)OCC(=O)N2CC(C)OC(C)C2)cc1 (stereo not drawn),-13%,1,-3%,-4%,7%,-4%,-5%,-6,-4%,6%,0%
CC(=O)c1ccsc1-c1c(C)cc2oc(=O)cc(-c3ccccc3)c2c1C,4%,1,nt,nt,nt,?,0%,2,-17%,nt,-1%
CCOC(=O)c1c(C)[nH]c(C(=O)COC(=O)c2cc(C)oc2C)c1C,nt,-6,nt,nt,nt,?,-1%,4,-2%,2%,3%
Cc1onc(-c2ccc(Cl)cc2Cl)c1-c1csc(COc2ccccc2)n1,nt,-10,nt,1%,1%,?,-5%,-3,19%,-1%,8%
Cc1cc(C)c(C(=O)CN2C(=O)NC3(CCC(C)CC3)C2=O)cc1C (stereo not drawn),1%,-4,46%[activator],1%,0%,-4%,7%,-5,4%,-20%,-1%
Cn1c(COc2ccccc2)nc2ccccc21,-25%,4,-3%,-10%,0%,?,6%,0,2%,-8%,2%
Cc1cc(=O)oc2cc(OCc3ccc(C(=O)OCC(=O)Nc4ccc(N(C)C)cc4)cc3)ccc12,?,-2,-6%,-1%,0%,?,55%[activator],-1,-2%,8%,0%
CC1CC(C)CN(C(=S)Nc2ccc3nc4n(c(=O)c3c2)CCCCC4)C1 (stereo not drawn),-10%,7,nt,-1%,-1%,13%,4%,0,-2%,-11%,0%
O=C(CN1C(=O)NC2(CCCC2)C1=O)Nc1ccccc1N1CCCCC1,nt,-2,nt,nt,nt,?,2%,9,8%,-1%,3%
CCSc1nnc(NC(=O)CSc2c(Cl)cccc2Cl)s1,16%,3,-4%,-11%,-2%,-1%,-8%,-1,-10%,4%,0%
COc1ccc(-n2c(Cc3cccn3C)nnc2SCC(=O)Nc2ccc(F)cc2)cc1,-10%,28,-23%,-25%,-3%,-5%,2%,7,-2%,-6%,-3%
O=C(NC1CC1)c1ccc(CSCc2ccccc2Cl)o1,nt,-15,2%,nt,3%,-8%,-1%,-27,-2%,21%,2%
CCc1nnc(NC(=O)CSc2nnc(CNc3ccc(OC)cc3)n2C)s1,-17%,-6,nt,-1%,0%,3%,-4%,-11,-3%,-5%,4%
CCC(C)(C)NC(=O)C(c1ccc(C)cc1)N(Cc1ccco1)C(=O)CCC(=O)Nc1nccs1 (stereo not drawn),0%,5,1%,-5%,2%,6%,0%,-6,14%,0%,2%
CC(C)(C)c1nc2sc3c(c2c(=O)o1)CCCC3,-10%,5,-2%,-4%,2%,3%,-1%,9,7%,-4%,-5%
CCN(CC)S(=O)(=O)c1ccc(C(=O)NC(=S)N(CCC#N)Cc2cccnc2)cc1,-12%,-3,-9%,0%,1%,0%,6%,-9,4%,-6%,-3%
CCN(CC)S(=O)(=O)c1ccc(N2CCCC2)c(NC(=O)Cc2ccccc2)c1,nt,-2,-5%,2%,-4%,7%,8%,0,4%,-1%,-6%
O=C(NCCCN1CCOCC1)C(=O)N/N=C/c1c(Cl)cccc1Cl,-20%,6,-3%,3%,0%,-1%,0%,0,1%,?,-1%
O=C(NCc1ccco1)c1ccc(=O)[nH]n1,-7%,7,-5%,?,3%,-1%,1%,-5,-1%,-1%,-6%
CCOC(=O)/C=C/C(=O)Nc1cc(S(=O)(=O)Nc2ccc(OC)cc2)ccc1N1CCOCC1,nt,7,nt,nt,nt,?,-4%,-22,-2%,-13%,-1%
CCCOc1ccc(/C=C/C(=O)N2CCOCC2)cc1,2%,-5,14%,0%[11.5 µM],-7%,?,0%,7,-14%,-1%,-1%
Cc1cnc(C)c(N2CCC(C(=O)NCc3cccs3)CC2)n1,6%,-18,0%,0%,1%,-6%,6%,0,15%,4%,-1%
CC(C)(C)NS(=O)(=O)c1cc(C(=O)Nc2sccc2C#N)ccc1Cl,9%,-9,4%,-2%,1%,3%,-15%,-1,7%,5%,0%
O=C(Nc1ncccc1O)c1cc2ccccc2o1,nt,13,nt,nt,nt,?,5%,13,-17%,9%,2%
COc1cccc(OCc2nnc(SCC(=O)NNC(=O)C3CCCCC3)n2C)c1,0%,-1,-8%,4%,14%,-4%,0%,-1,9%,8%,2%
SMILES,Menin MLL FP TR,TSHR antagonist,MBNL1-CUG inh,PKM2 act,GALK inhibitor,Chronic BCR inh,S-ASM inh,hERG WT inh,Eya2 inh,Mito fusion act,USP2a block
CC(C)(C)C(=O)/C=C(\N)c1ccccn1,0%,6,4%,1%,0%,0%,4%,-4,12%,-3%,2%
O=[N+]([O-])c1cccc2ccc(/C=C/c3ccc(F)cc3)nc12,?,-15,nt,-3%,-2%,?,-14%,-2,-7%,19%,2%
CCCc1cc(=O)oc2c(C)c(OCC(=O)N3CCC(C(=O)O)(c4ccccc4)CC3)ccc12,24%,-9,-8%,3%,nt,?,33%[activator],1,-13%,3%,3%
CCOc1cc(/C=N/O)cc(Br)c1OCC(=O)NCc1ccccc1,3%,-8,?,5%,2%,-6%,-3%,-4,-8%,?,0%
Cc1nc2ncnn2c(N2CCN(C(=O)Cc3cccs3)CC2)c1C,?,nt,-5%,2%,1%,nt,0%,-9,nt,0%,nt
Cc1ccc(NC(=O)C2CCN(S(=O)(=O)c3ccc4c(c3)OCCO4)CC2)nc1,nt,17,nt,nt,nt,4%,nt,-2,-4%,10%,0%
CCC(OC(=O)CN1C(=O)C(=O)c2ccccc21)C(=O)Nc1ccc(S(N)(=O)=O)cc1 (stereo not drawn),10%,5,11%,30%,-5%,10%,0%,7,-6%,8%,0%
CCOc1ccc(/C(O)=C2/C(=O)C(=O)N(CCOCCO)C2c2ccccc2)cc1 (stereo not drawn),2%,8,39%[activator],-3%,-1%,0%,0%,12,-3%,-2%,-10%
Cc1nn(C)c(Oc2ccccc2)c1CCNS(=O)(=O)c1ccccc1,-20%,-4,?,5%,-2%,-7%,5%,3,17%,-1%,2%
CCOC(=O)N1CCN(CC(=O)Nc2c(C(=O)OC)[nH]c3ccccc23)CC1,-5%,7,6%,0%,0%,?,-2%,2,10%,3%,3%
COCCn1c(C)cc(C(=O)CSc2ccc(NC(C)=O)cc2)c1C,-5%,-11,15%,8%,1%,?,2%,-6,-5%,1%,4%
CCCCn1c(=O)nc2n(-c3ccc(Cl)cc3)c3ccccc3cc-2c1=O,-17%,3,13%,-10%,2%,0%,187%[activator],-6,6%,12%,2%
Cn1cccc1/C=N/NC(=O)C12CC3CC(CC(C3)C1)C2,-15%,-18,0%,-2%,-1%,7%,-1%,-4,-12%,-1%,3%
COc1ccccc1Cn1c(-c2ccccc2OC)nc2ccccc21,10%,12,-14%,-16%,-3%,?,-1%,-6,-39%,-16%,-13%
Cc1cc(C)n(CC2CC(=O)N(c3ccc(Cl)cc3)C2=O)n1 (stereo not drawn),nt,7,-5%,7%,-1%,-6%,-2%,4,5%,-5%,-2%
Nc1cc(C(=O)OCC(=O)N2CCCC2=O)ccc1Cl,nt,3,nt,nt,nt,?,-8%,-11,5%,3%,1%
O=C(O)c1ccc(N/N=C2/CCCc3ccccc32)cc1,nt,-8,5%,-3%,-1%,?,-1%,8,15%,3%,-1%
O=C(CN(Cc1ccc(Cl)cc1)C(=O)c1csnn1)NCc1ccccc1,-17%,-5,-6%,nt,3%,-9%,4%,0,5%,1%,-1%
COc1ccccc1N1CCN(C(=O)c2ccc(Cl)c(S(=O)(=O)N3CCCC3)c2)CC1,-11%,14,5%,4%,-1%,4%,3%,0,10%,0%,7%
Cc1cc(NC(=O)c2cc(C)on2)n(-c2ccccc2)n1,1%,-5,-6%[11.5 µM],0%,nt,?,7%,17,3%,nt,2%
Cc1cc(C)c(C#N)c(SCc2ccc(F)cc2)n1,2%,17,1%,6%,0%,0%,-10%,-12,1%,0%,1%

# Screening results deposited in PubChem by National Center for Advancing Translational Sciences (NCATS).
